# RAD52 inh: RAD52 (human) annealing inhibition | P43351 | recombinant RAD52 DNA annealing, FRET fluorescence | inhibition, % at 18.7 µM | 360,000 compounds, 0.46% hits;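 active = every replicate showing at least 50% inhibition; inconclusive = mean inhibition at least 50% but not in every replicate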
# E-sel inducer: induces E-selectin expression in human endothelial cells. activation, % at 7.58 µM. 260,000 compounds, 0.37% hits. HUVEC E-selectin immunofluorescence imaging; normalized: neutral wells 0, TNF-alpha wells 100. P16581. AID 686992;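 active = mean E-selectin-positive cell signal at least 10% of the positive control, reached in at least 60% of replicates, without over 20% cell loss; inconclusive = no rule given, readout overlaps actives, possibly toxicity-flagged; inactive = the rest, including those meeting only one limit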;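 also: in these data hits start at about 27%; measured in HUVEC primary endothelial cells; signal is the percent of cells scored E-selectin positive by PE staining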
# Target sequence (P16581 whole entry, looked up): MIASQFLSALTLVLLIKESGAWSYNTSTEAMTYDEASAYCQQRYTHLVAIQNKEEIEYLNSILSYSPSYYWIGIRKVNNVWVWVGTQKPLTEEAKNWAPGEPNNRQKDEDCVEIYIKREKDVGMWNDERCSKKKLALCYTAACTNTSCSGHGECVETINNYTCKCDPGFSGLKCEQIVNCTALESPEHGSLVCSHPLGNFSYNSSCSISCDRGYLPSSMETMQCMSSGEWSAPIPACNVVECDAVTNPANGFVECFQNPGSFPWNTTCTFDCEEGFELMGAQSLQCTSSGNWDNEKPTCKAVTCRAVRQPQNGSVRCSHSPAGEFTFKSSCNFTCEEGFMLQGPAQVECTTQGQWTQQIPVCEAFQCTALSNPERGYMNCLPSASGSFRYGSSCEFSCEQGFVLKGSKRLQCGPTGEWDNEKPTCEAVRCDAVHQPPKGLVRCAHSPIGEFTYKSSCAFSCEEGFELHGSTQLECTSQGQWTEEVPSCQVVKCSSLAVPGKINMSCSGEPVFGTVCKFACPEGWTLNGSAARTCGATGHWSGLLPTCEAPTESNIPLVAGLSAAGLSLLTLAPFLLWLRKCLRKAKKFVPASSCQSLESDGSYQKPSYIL
#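 Read-out basis: % PE-positive cells; Test system: HUVEC primary endothelial cells; Technique: immunofluorescence imaging; Dosing: single-point compound dose.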
# XiGFP reactiv: activators of X-chromosome reactivation in mouse fibroblasts | XiGFP mouse fibroblasts, % GFP-positive cells imaging, 3 d; cells co-treated with 5-aza-dC sensitizer; scaled so ellipticine positive control = 100% | activation, % at 7.58 µM | 360,000 compounds, 0.055% hits | AID 743238;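 active = mean normalized replicate activation at least 10% and every replicate at or above 10%; inconclusive = only one of the two criteria met; inactive = mean below 10% and not all replicates reach 10%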;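 also: 0% = median of on-plate neutral control wells and 100% = ellipticine 6 µM median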
#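 Assay system: SV40-immortalized XiGFP fibroblast cells, line 68-5-11; buffer or medium: DMEM plus 5-aza-dC sensitizer; compound: one concentration, pinned; timing: compounds 3 days, fix/stain 15 min at room temperature; benchmarks: positive control ellipticine, 6 µM final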
# CASP6 VEID inh: caspase-6 (human) enzyme inhibition; 350,000 compounds, 0.53% hits; inhibition, % at 12.5 µM; P55212; purified caspase-6, Z-VEID-R110 cleavage fluorescence;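 active = mean inhibition across replicates at least about 35%, with every replicate also reaching that limit, limit read from the data; inconclusive = only one of the two criteria met; inactive = neither criterion met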;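 also: 0% = median of neutral control wells and 100% = no fluorescence left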
# Target sequence (P55212 24-179 limits assumed): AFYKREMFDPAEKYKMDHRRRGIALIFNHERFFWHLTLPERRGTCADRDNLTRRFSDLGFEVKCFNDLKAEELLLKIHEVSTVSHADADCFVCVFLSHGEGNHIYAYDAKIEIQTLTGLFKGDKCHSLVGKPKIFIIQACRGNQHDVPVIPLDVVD
# Target sequence (P55212 194-293 limits assumed): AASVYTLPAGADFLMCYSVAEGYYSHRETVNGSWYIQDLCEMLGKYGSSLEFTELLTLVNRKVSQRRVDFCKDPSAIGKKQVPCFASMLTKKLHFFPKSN
# GSIS activator: primary screen for activators of insulin secretion dependent on glucose, INS-1E cells, GLuc reporter luminescence; INS-1E GLuc reporter insulin secretion, 2-3 h; activation, % at 16.6 µM; 370,000 compounds, 0.61% hits; AID 743287;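 active = lowest replicate activation of at least 40%, so every replicate reaches that level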;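 also: 0% = median of neutral control wells and 100% = median of IBMX positive control wells; some compounds called inactive have numbers as strong as hits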
# RAD54 branch: RAD54 (human) branch migration inhibition; Q92698; RAD54 Holliday junction branch migration, FAM/BHQ fluorescence; inhibition, % at 10.4 µM; 360,000 compounds, 0.14% hits;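 active = mean normalized replicate activity at least 40 and at least half of replicates scoring 40 or more; inconclusive = only one of the two criteria met; inactive = mean below 40 and under half of replicates reaching 40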;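 also: 0% = median of neutral control wells and 100% = median of positive control wells; inhibitors cause a drop in the FAM fluorescence signal; in these data hits start at about 50%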
# CFTR F508del cor: CFTR F508del correction in bronchial cells; activity (quench increase), % at 7.58 µM; AID 720511; CFBE cells, YFP halide quenching; stimulated with forskolin plus potentiator P3; % fluorescence drop versus neutral controls; 350,000 compounds, 0.36% hits;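 active = mean added fluorescence quench of at least 8% versus neutral control, with both replicates also reaching 8%; inconclusive = only one of the mean or replicate conditions met; inactive = mean below 8% and not both replicates reaching 8%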;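 also: cells transiently co-express mutant CFTR-F508del with the halide-sensitive YFP; corrector assay measuring rescue of mutant channel to the surface after 24 h compound exposure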
# DENV2 CPE rescue: inhibitors of DENV2 cytopathic effect; DENV2-infected cells, cytopathic effect rescue, plate reader; CPE inhibition, % at 9.99 µM; 350,000 compounds, 1.7% hits; in the data active = CPE inhibition above about 20%, passing the limit was not always enough; inconclusive = no clear call, values can overlap the other calls; tested in BHK-21 cells;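 also: 0% = median of neutral control wells and 100% = median of positive control wells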
# Starred values were filed as active, the others as inactive; u = inconclusive; x = no result given. Not a hit list (roughly 3.7% active in at least one column).
Compound,RAD52 inh,E-sel inducer,XiGFP reactiv,CASP6 VEID inh,GSIS activator,RAD54 branch,CFTR F508del cor,DENV2 CPE rescue
C[C@@H]1CN([C@@H](C)CO)C(=O)Cc2cc(NC(=O)C3CCCCC3)ccc2O[C@H]1CN(C)C(=O)Nc1ccccc1,13,0.1,0.1,1,-6,2,1.6,10
Fc1ccc(-c2ccnc(=S)[nH]2)cc1,2,x,x,0,6,5,1.9,-2
COc1ccc(N(CC(=O)NCc2cccs2)S(=O)(=O)c2cccc(C)c2)cc1,-9,0.0,0.3,-2,-1,3,2.1,-4
CCOc1ccc(Cl)cc1-c1cc(C(=O)NCCOC)[nH]n1,-9,0.1,-0.1,-2,-1,-2,0.7,-8
CCc1cccc(CC)c1NC(=O)CSc1nnc(CCC(=O)O)c(=O)[nH]1,-2,x,0.1,0,-2,4,2.5,-3
COc1ccc(-c2cc(=O)c3cc(OC)c(OC)cc3[nH]2)cc1,-3,0.0,0.2,-3,x,4,-2.6,-11
C[C@@H]1CN([C@@H](C)CO)S(=O)(=O)c2ccc(C3=CCCC3)cc2O[C@@H]1CN(C)Cc1ccncc1,0,0.4,-1.2,2,4,4,-2.1,5
CCNC(=S)N(CCO)Cc1cc2cc3c(cc2[nH]c1=O)OCO3,-12,x,-0.1,3,53,-14,1.9,0

# Single values from above:
# `C[C@@H]1CN([C@@H](C)CO)C(=O)Cc2cc(NC(=O)C3CCCCC3)ccc2O[C@H]1CN(C)C(=O)Nc1ccccc1` | RAD54 branch: 2
# `COc1ccc(-c2cc(=O)c3cc(OC)c(OC)cc3[nH]2)cc1` | RAD52 inh: -3

# (cont.)
Compound,RAD52 inh,E-sel inducer,XiGFP reactiv,CASP6 VEID inh,GSIS activator,RAD54 branch,CFTR F508del cor,DENV2 CPE rescue
C[C@@H]1CN([C@H](C)CO)C(=O)c2cc(NC(=O)Nc3ccc4c(c3)OCO4)ccc2O[C@H]1CN(C)C,2,-3.6,-1.2,1,7,2,1.1,-1
O=C(C[C@H]1CC[C@H](NC(=O)Nc2cccc(F)c2)[C@H](CO)O1)NCC1CCCCC1,5,-0.2,-0.2,-1,-4,0,0.6,14
O=c1[nH]ncc(N/N=C\c2cccs2)c1Cl,-12,-0.2,0.1,12,-13,x,3.1,5
COc1ccccc1C(=O)Nc1ccc(OCC(=O)N2CC(C)OC(C)C2)cc1 (centres undefined),-7,2.2,0.0,1,6,9,-1.4,2
C[C@H]1CN([C@@H](C)CO)C(=O)c2cc(-c3ccncc3)cnc2O[C@H]1CN(C)C(=O)c1ccccc1F,2,0.3,-0.3,0,4,7,1.8,u
CCCC(NC(=O)C(C)Sc1nnnn1C1CC1)c1ccccc1 (centres undefined),2,-1.9,0.2,-3,5,-4,-3.9,90*
CCCCCCn1cc(CN2CC(N(C)CC)CS2(=O)=O)nn1 (centres undefined),-12,3.6,0.0,1,24,x,1.2,3
COc1ccc(Cl)cc1C(=O)NNC(=O)CCNC(C)=O,-1,x,0.0,2,-9,-4,0.0,-3
O=C(Nc1ccc(Cl)cc1)N[C@H]1CC[C@H](CCNS(=O)(=O)c2ccccc2F)O[C@@H]1CO,11,0.0,0.0,0,-8,5,-1.8,0
COc1ccc([N+](=O)[O-])cc1NC(=O)C1CCCN1S(=O)(=O)c1cccs1 (centres undefined),3,x,0.1,-1,17,2,-5.5,2
COc1ccccc1C(=O)Nc1ccc2c(c1)OC[C@H](C)NC[C@@H](C)[C@@H](OC)CN(C)C2=O,23,0.2,-0.1,21,-3,-19,1.8,16
Cc1c(-n2c(O)c(C3=c4ccccc4=NC3=O)sc2=O)c(=O)n(-c2ccccc2)n1C,-18,x,0.1,1,-7,x,1.8,u
N#Cc1cccc(NC(=O)Cc2ccccc2)c1,-3,-0.1,-0.1,x,4,x,-4.2,-2
N#CCC(=O)N/N=C/c1cn(Cc2ccc3ccccc3c2)c2ccccc12,-9,1.5,0.0,-2,15,-6,1.5,0
CCCCC#Cc1cncc(C(=O)N/N=C/c2ccccc2)c1,-4,0.0,0.0,1,-2,x,-0.6,-1
COc1ccccc1CN1CC(C(=O)NCCN2CCOC2=O)CCC1=O (centres undefined),-1,0.8,0.0,-2,16,0,1.1,-3

# 5 compounds from above, arranged by the number in DENV2 CPE rescue, ascending.
SMILES | DENV2 CPE rescue
Fc1ccc(-c2ccnc(=S)[nH]2)cc1 | -2
C[C@@H]1CN([C@H](C)CO)C(=O)c2cc(NC(=O)Nc3ccc4c(c3)OCO4)ccc2O[C@H]1CN(C)C | -1
CCNC(=S)N(CCO)Cc1cc2cc3c(cc2[nH]c1=O)OCO3 | 0
COc1ccccc1C(=O)Nc1ccc(OCC(=O)N2CC(C)OC(C)C2)cc1 (centres undefined) | 2
O=c1[nH]ncc(N/N=C\c2cccs2)c1Cl | 5

# Later entries.
Compound,RAD52 inh,E-sel inducer,XiGFP reactiv,CASP6 VEID inh,GSIS activator,RAD54 branch,CFTR F508del cor,DENV2 CPE rescue
COC(=O)NCC(c1ccc2c(c1)OCO2)N1CCN(c2ccccc2)CC1 (centres undefined),-11,x,0.1,2,19,0,-1.4,2
CCCCc1nnc(SCC(=O)Nc2nccs2)n1C,0,0.9,0.2,-4,12,1,1.3,-4
O=C(NCc1ccncc1)C1CCN(S(=O)(=O)c2cc(Cl)ccc2Cl)CC1,-14,0.0,0.1,0,-6,6,-1.0,6
C[C@H]1CN([C@@H](C)CO)S(=O)(=O)c2ccc(C#Cc3cccnc3)cc2O[C@H]1CN(C)C,5,0.2,-0.9,0,1,-6,-0.7,10
CCN(CC)C(=O)/C=C/c1ccccc1,-2,0.6,-0.1,6,x,-3,1.3,4
Cc1cccc(C)c1NC(=O)CN(C)CC(=O)c1c(N)n(Cc2ccccc2)c(=O)n(C)c1=O,-26,1.0,0.6,3,-53,-2,-10,-3
C=CCOc1ccc(/C=C2\SC(=S)N(N3CCOCC3)C2=O)cc1,-6,0.4,0.0,-1,8,-5,-0.7,5
COc1c(C=NNC(N)=O)c(OC)c(OC)c2c1CCO2,-4,3.1,0.1,2,-8,5,1.0,-4

# By substructure, those above containing an aryl thioether with sulfur outside any ring.
Compound,RAD52 inh,E-sel inducer,XiGFP reactiv,CASP6 VEID inh,GSIS activator,RAD54 branch,CFTR F508del cor,DENV2 CPE rescue
CCc1cccc(CC)c1NC(=O)CSc1nnc(CCC(=O)O)c(=O)[nH]1,-2,x,0.1,0,-2,4,2.5,-3
CCCC(NC(=O)C(C)Sc1nnnn1C1CC1)c1ccccc1 (centres undefined),2,-1.9,0.2,-3,5,-4,-3.9,90*
CCCCc1nnc(SCC(=O)Nc2nccs2)n1C,0,0.9,0.2,-4,12,1,1.3,-4

# Later entries
Compound,RAD52 inh,E-sel inducer,XiGFP reactiv,CASP6 VEID inh,GSIS activator,RAD54 branch,CFTR F508del cor,DENV2 CPE rescue
Cc1ccc(S(=O)(=O)N(C)C[C@H]2OCCCC[C@@H](C)Oc3ccc(NS(=O)(=O)c4cn(C)cn4)cc3C(=O)N([C@H](C)CO)C[C@@H]2C)cc1,8,x,0.2,-2,-5,7,-0.3,x
C[C@@H]1CN([C@@H](C)CO)C(=O)c2cccc(NS(=O)(=O)c3ccc(Cl)cc3)c2O[C@@H]1CN(C)Cc1ccncc1,-10,-0.5,0.1,0,-16,-2,-0.8,u
Cc1cc(C)n(CC(C)NC(=O)c2cc(COc3c(F)cccc3F)on2)n1 (centres undefined),-7,x,0.1,-1,6,x,-1.0,-4
CCOC(=O)c1cc2c(nc1N)CCCC2,-3,-0.7,-0.4,1,19,x,-0.8,-1
C[C@H]1CN([C@@H](C)CO)C(=O)c2cc(-c3cccc(F)c3)cnc2O[C@H]1CN(C)Cc1ccncc1,1,0.0,-1.2,0,17,4,2.3,1
CCN(C[C@H]1N[C@@](Cc2ccccc2)(C(=O)OC)[C@H]2C(=O)N(C)C(=O)[C@@H]12)C(=O)c1ccc(C(C)(C)C)cc1,1,-0.1,-0.1,x,-8,-2,0.7,-6
O=C(CCCCC(=O)OCC1CCCO1)OCC1CCCO1 (centres undefined),-6,-0.4,0.1,-2,5,-6,3.7,-4
O=C(Nc1nnc(S(=O)(=O)Cc2ccc(F)cc2)s1)c1ccccc1F,-7,-0.1,0.0,1,-51,1,1.1,-3
O=C(Nc1ccc(F)cc1)Nc1ccc(N2CCCC2)c(S(=O)(=O)Nc2ccccc2Cl)c1,12,1.4,0.5,-6,x,x,x,3
N#Cc1cccc(-c2csc(C(O)c3ccco3)n2)c1 (centres undefined),-11,-2.6,-0.1,6,9,6,1.6,-1
CCOc1ccc2nc(SCC(=O)c3ccccc3)sc2c1,-5,x,x,0,-14,4,-1.3,14
COC(=O)[C@@]1(C)[C@H]2C(=O)N(C)C(=O)[C@H]2[C@H]2CN=C(SCc3ccc(C#N)cc3)N21,-7,x,-0.1,-4,17,2,0.1,-2
CCOc1ccc(NC(=O)CN2C(=O)COc3ccc(Cl)cc32)cc1,-22,x,0.2,-3,-4,-4,5.4,-4
CCC1(C)Cc2c(sc3nc(SCC(=O)c4ccccc4)[nH]c(=O)c23)CO1 (centres undefined),-4,0.2,-0.1,2,-15,5,-0.9,-4
COc1ccc(CN(C)C[C@@H]2Oc3ccc(NC(=O)Cc4cn(C)c5ccccc45)cc3C(=O)N([C@H](C)CO)C[C@H]2C)cc1,0,-0.3,0.1,-1,-17,22,4.2,u
O=C(CCC1CCCN(C(=O)c2cc(C3CC3)[nH]n2)C1)N1CCN(c2ccccn2)CC1 (centres undefined),-16,x,0.0,-1,5,x,-2.8,-2
O=C(Nc1ccc(F)cc1)N[C@H]1CC[C@H](CCn2cc(C3(O)CCCC3)nn2)O[C@H]1CO,6,-1.4,1.0,4,1,-5,1.1,x
CC(C)CN(C(=O)CSc1nc(N)cc(N)n1)C1CCS(=O)(=O)C1 (centres undefined),6,0.0,0.2,2,-2,-1,2.7,5
C[C@H]1CCCCO[C@H](CN(C)C(=O)CCCN(C)C)[C@@H](C)CN([C@@H](C)CO)C(=O)c2cc(NS(=O)(=O)c3cccs3)ccc2O1,16,-0.1,0.2,0,3,x,1.8,23*

# Assay outcomes as filed in PubChem BioAssay.
